Pf Dd2 growth = P. falciparum Dd2 growth inhibition; activity change, % at 10 µM; actives 2.3% (n = 94,000); AID 1159554; SYBR Green, 72 h; hits give low values; in the data active means activity change below about -80%; inconclusive means no clear call, values can overlap the other calls
T cruzi growth = inhibitors of T. cruzi proliferation; actives 5.9% (n = 77,000); T. cruzi beta-gal in NIH3T3, GalScreen luminescence, 90 h; inhibition, % at 8.34 µM;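 active means mean inhibition above about 93%, with at least 55% of replicates each passing it, limit read from the data, passing the limit was not always enough; inconclusive means only one of those two conditions holds; inactive means neither condition holds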
C diff growth = inhibitors of Clostridium difficile growth; Clostridium difficile clinical isolate growth, OD600, 24 h; hits give low values; growth activity, negative = inhibition, % at 16 µg/mL (by protocol); actives 0.25% (n = 86,000);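 active means mean growth activity at or below -80% and every replicate also at or below -80%; inconclusive means mean at or below -80% but some replicate above -80%; inactive means mean growth activity above -80%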;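 further: 0% = DMSO wells and -100% = levofloxacin 16 µg/mL wells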
KDM4C inh = KDM4C (human) demethylase inhibition; GST-KDM4C 2-372, H3K9me3 peptide, LANCE TR-FRET; inhibition, % at 12.5 µM; actives 0.15% (n = 96,000); Q9H3R0; AID 720574;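 active means mean replicate inhibition above about 25%, with at least 55% of replicates also reaching it, limit read from the data, passing the limit was not always enough; inconclusive means only one of those two conditions met; inactive means neither condition met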
Target sequence (Q9H3R0 2-372 limits assumed): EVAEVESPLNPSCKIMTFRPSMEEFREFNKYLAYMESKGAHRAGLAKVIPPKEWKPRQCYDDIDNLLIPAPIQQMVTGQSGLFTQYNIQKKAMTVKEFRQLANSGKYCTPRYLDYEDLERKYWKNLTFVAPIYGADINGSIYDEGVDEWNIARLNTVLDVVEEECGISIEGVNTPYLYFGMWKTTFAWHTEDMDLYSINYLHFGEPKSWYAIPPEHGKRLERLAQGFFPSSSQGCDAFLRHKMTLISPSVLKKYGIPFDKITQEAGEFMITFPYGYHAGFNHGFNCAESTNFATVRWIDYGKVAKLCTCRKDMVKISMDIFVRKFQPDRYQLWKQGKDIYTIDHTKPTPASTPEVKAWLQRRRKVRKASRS
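System: N-terminal GST-fused human GASC-1 (KDM4C) fragment, residues 2-372; amount: enzyme final amount 10 nM; incubation: reaction 30 min RT, detection step 1 h RT; medium: HEPES buffer, pH 7.5, plus ascorbate; technique: LANCE TR-FRET, Eu antibody, ULight-streptavidin, EDTA, ex 340 nm, em 618/671 nm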
* hit, by the source's call; ? = inconclusive; · = not tested or not shown; & = joins results of further samples.

SMILES	Pf Dd2 growth	T cruzi growth	C diff growth	KDM4C inh
C[C@H](CO)N1C[C@H](C)[C@H](CN(C)C(=O)Nc2ccc(C(F)(F)F)cc2)OCCCC[C@H](C)Oc2ccc(NC(=O)NC3CCCCC3)cc2C1=O	-12	122*	-2	-0.5
CO[C@H]1CN(C)C(=O)c2ccc(NC(=O)c3nc4ccccc4s3)cc2OC[C@@H](C)N(Cc2ccncc2)C[C@@H]1C	-27	·	·	-1.8
CC(C)CC#Cc1ccc([C@H]2[C@H]3CN(C(=O)c4cccc(F)c4)CC(=O)N3[C@H]2CO)cc1	2	·	-8	-0.7
C[C@@H]1CCCCO[C@@H](CN(C)C(=O)Nc2ccc(C(F)(F)F)cc2)[C@H](C)CN([C@@H](C)CO)C(=O)c2cc(NS(C)(=O)=O)ccc2O1	-21	46	8	-0.7
OC[C@H]1[C@H](c2ccc(/C=C/c3ccccc3)cc2)[C@@H]2CN(Cc3ccncc3)CCCCN12	-62	?	10	4.4
COCCNC(=O)C[C@H]1CC[C@@H]2[C@H](COc3ccc(NC(=O)C4CCCC4)cc3C(=O)N2C)O1	3	-9	-1	0.1
C[C@H](NC(=O)C[C@@H]1C=C[C@H](NC(=O)C2CCOCC2)[C@H](CO)O1)c1ccccc1	-4	89	1	-1.8
O=C(N[C@@H]1CC[C@@H](CCNS(=O)(=O)Cc2ccccc2)O[C@H]1CO)c1ccc2c(c1)OCO2	-17	18	·	0.5
Cc1ccc(S(=O)(=O)Nc2ccc3c(c2)C(=O)N([C@H](C)CO)C[C@@H](C)[C@H](CN(C)C)OCCCC[C@@H](C)O3)cc1	11	92	-4	-1.5
COCC(=O)Nc1ccc2c(c1)OC[C@@H](C)NC[C@H](C)[C@H](OC)CN(C)C2=O	·	49	-1	0.2
CNC[C@@H]1OCCCC[C@@H](C)Oc2ccc(NC(=O)CCC(F)(F)F)cc2C(=O)N([C@H](C)CO)C[C@H]1C	21	19	7	-0.3
CNC[C@@H]1Oc2ccc(NS(=O)(=O)c3cn(C)cn3)cc2C(=O)N([C@@H](C)CO)C[C@H]1C	-7	34	0	0.1
CCC(=O)N1[C@H](CO)[C@H](c2ccc(-c3cccc(OC)c3)cc2)[C@@H]1CNC(C)=O	11	·	-2	-1.4
C[C@H](CO)N1C[C@H](C)[C@H](CN(C)C)Oc2ncc(-c3cc4ccccc4o3)cc2C1=O	1	77	-6	19
COCC(=O)N1[C@@H](CO)[C@H](c2ccccc2)C12CN(C(=O)c1ccccc1)C2	-5	·	-2	0.3
C[C@H](O)C#Cc1cnc2c(c1)C(=O)N([C@@H](C)CO)C[C@H](C)[C@H](CN(C)C(=O)c1ccccc1)O2	51	69	4	-0.1
COCC(=O)Nc1ccc2c(c1)C(=O)N(C)C[C@H](OC)[C@@H](C)CN(C)[C@@H](C)CO2	36	-23	2	1.1
O=C1CN(S(=O)(=O)Cc2ccccc2)C[C@H]2[C@@H](c3ccc(C#Cc4ccc(F)cc4)cc3)[C@@H](CO)N12	-4	·	8	4.0
C[C@H]1CCCCO[C@@H](CN(C)S(=O)(=O)c2ccc(Cl)cc2)[C@@H](C)CN([C@@H](C)CO)C(=O)c2cc(NS(=O)(=O)c3ccccc3)ccc2O1	-83*	·	2	·
COc1ccccc1S(=O)(=O)N1[C@@H]2CNC[C@H]1[C@H]2c1ccc(-c2ccccc2C)cc1	-77	·	42	-1.0

Among those listed so far, two contain an aryl methoxy group:
SMILES	Pf Dd2 growth	T cruzi growth	C diff growth	KDM4C inh
CCC(=O)N1[C@H](CO)[C@H](c2ccc(-c3cccc(OC)c3)cc2)[C@@H]1CNC(C)=O	11	·	-2	-1.4
COc1ccccc1S(=O)(=O)N1[C@@H]2CNC[C@H]1[C@H]2c1ccc(-c2ccccc2C)cc1	-77	·	42	-1.0

Additional structures
SMILES	Pf Dd2 growth	T cruzi growth	C diff growth	KDM4C inh
C[C@H]1CCCCO[C@@H](CN(C)CC2CCCCC2)[C@@H](C)CN([C@@H](C)CO)C(=O)c2cc(NS(=O)(=O)c3ccc(F)cc3)ccc2O1	-70	85	12	0.0
C[C@@H]1CN([C@H](C)CO)C(=O)c2cc(-c3ccncc3)cnc2O[C@@H]1CN(C)S(=O)(=O)c1ccc(F)cc1	27	93	-2	-1.1
CO[C@@H]1CN(C)C(=O)c2ccc(NC(=O)NC(C)C)cc2OC[C@H](C)N(Cc2ccccc2)C[C@H]1C	-40	54	·	0.8
CNC[C@@H]1Oc2cc(-c3ccc(C(=O)N(C)C)cc3)ccc2S(=O)(=O)N([C@@H](C)CO)C[C@H]1C	-15	13	-5	1.7
CN(C)C(=O)C[C@@H]1CC[C@@H]2[C@H](COC[C@H](O)CN2C(=O)c2ccncc2)O1	·	18	-2&-8	-0.7
O=C(NC[C@@H]1CC[C@@H]2[C@@H](CN2C(=O)CN2CCOCC2)O1)NC1CCCCC1	20	·	-4	·
CN(C)CC(=O)Nc1ccc2c(c1)[C@H]1C[C@H](CC(=O)N3CCCCC3)O[C@H](CO)[C@H]1O2	31	-14	-1	-1.0
O=C(c1ccncc1)N1C[C@@H]2[C@H](c3ccccc31)[C@@H](CO)N2C(=O)c1ccncc1	31	33	5	3.3
C[C@H]1CN([C@@H](C)CO)C(=O)c2cc(NC(=O)C3CCCCC3)ccc2O[C@@H]1CN(C)C(=O)Nc1ccc(C(F)(F)F)cc1	1	13	-6	-2.9
CO[C@H]1CN(C)C(=O)c2ccc(NC(=O)Nc3cccc(Cl)c3)cc2OC[C@@H](C)NC[C@H]1C	-23	-41	·	-3.7
COC(=O)[C@H]1[C@H](CO)[C@H]2Cn3c(ccc(-c4cncnc4)c3=O)[C@H]2N1C(=O)C1CCC1	1	56	0	-1.5
C[C@H](CO)N1C[C@H](C)[C@H](CN(C)C(=O)CC2CC2)Oc2cc(C3=CCCC3)ccc2S1(=O)=O	-35	41	8	-2.6
CN1C(=O)c2cc(NC(=O)C3CCC3)ccc2OC[C@H]2O[C@@H](CC(=O)NCc3ccccc3F)CC[C@H]21	6	·	1	0.7
Cc1ccc(S(=O)(=O)N[C@@H]2CC[C@@H](CCn3cc(-c4cccc(F)c4)nn3)O[C@H]2CO)cc1	-2	-15	1	-1.7
COc1ccc(CNC(=O)C[C@H]2CC[C@@H](NC(=O)Nc3ccc4c(c3)OCO4)[C@@H](CO)O2)cc1	-2	-36	·	·
C[C@H](CO)N1C[C@H](C)[C@@H](CN(C)S(=O)(=O)c2ccccc2)Oc2ccc(NC(=O)Nc3ccc4c(c3)OCO4)cc2CC1=O	-6	7	6	0.5
C/C=C/c1ccc2c(c1)O[C@H](CN(C)CC1CCCC1)[C@@H](C)CN([C@H](C)CO)S2(=O)=O	-52	30	-1	0.1
COc1ccc2c3c(n(C)c2c1)[C@H](CO)N(C(=O)NC1CCCC1)CC31CCN(C)CC1	-60	·	-3	1.4
CS(=O)(=O)Nc1ccc2c(c1)[C@@H]1C[C@H](CC(=O)NCCc3ccccc3)O[C@@H](CO)[C@@H]1O2	7	44	0	-1.7
O=C(O)C[C@H]1C=C[C@H](NC(=O)c2ccccc2F)[C@@H](CO)O1	13	12	·	0.9
COC(=O)C[C@@H]1C[C@H]2c3cc(NC(=O)NC4CCCC4)ccc3O[C@H]2[C@H](CO)O1	14	9	·	2.4
CCCNC(=O)N1[C@H](C#N)[C@@H](c2ccccc2C2=CCCCC2)[C@@H]1CO	-73	·	-3	-0.2
COc1ccc(CN2CC3(C2)CN(C(=O)CN(C)C)[C@@H](CO)c2[nH]c4cc(OC)ccc4c23)cc1	-86*	·	6	-1.3
CC(=O)Nc1ccc2c(c1)C(=O)N(C)[C@@H]1CC[C@H](CC(=O)NCc3ccc4c(c3)OCO4)O[C@H]1CO2	0	17	-5	3.1
C[C@H](CO)N1C[C@H](C)[C@H](CN(C)Cc2cccc(C(=O)O)c2)Oc2ncc(C#CCc3ccccc3)cc2C1=O	55	16	-3	0.5
COc1cccc(S(=O)(=O)N(C)C[C@@H]2Oc3cc(C#CCN(C)C)ccc3S(=O)(=O)N([C@@H](C)CO)C[C@@H]2C)c1	-38	91	7	2.0
COc1cccc(C#Cc2ccc([C@@H]3[C@H]4CN(C(C)=O)CC(=O)N4[C@H]3CO)cc2)c1	1	·	-16	-0.1
C[C@@H]1CN([C@H](C)CO)C(=O)c2cc(NC(=O)Nc3ccc(F)cc3)ccc2O[C@H]1CN(C)S(C)(=O)=O	48	-12	3	0.4
C[C@@H]1CN([C@H](C)CO)C(=O)c2cc(NS(=O)(=O)c3cccs3)ccc2O[C@@H](C)CCCCO[C@@H]1CN(C)S(C)(=O)=O	-2	·	-2	2.3
Cc1noc(C)c1NC(=O)Nc1ccc2c(c1)C(=O)N([C@@H](C)CO)C[C@H](C)[C@H](CN(C)C(=O)CCCN(C)C)OCCCC[C@H](C)O2	52	30	5	1.8
O=C(C[C@@H]1CC[C@@H](NC(=O)C2CCC2)[C@H](CO)O1)Nc1nccs1	12	-14	-1	-0.6
CO[C@@H]1CN(C)C(=O)c2ccc(NC(C)=O)cc2OC[C@@H](C)N(C(=O)c2ccccc2F)C[C@H]1C	-6	-21	-2	·
COc1ccc2c3c(n(C)c2c1)[C@@H](CO)N(C(=O)c1cccc(F)c1)CC31CN(C(=O)c2cccc(F)c2)C1	-51	·	10	-0.5
C[C@@H]1CN([C@H](C)CO)C(=O)c2cc(-c3ccccc3)cnc2O[C@H]1CN(C)C(=O)Nc1ccc2c(c1)OCO2	-4	-4	-7	-0.8
COc1ccccc1C#Cc1ccc([C@@H]2[C@@H](C#N)N(C(=O)C3CCCC3)[C@H]2CO)cc1	-88*	·	-10	-0.8
CN1CCN(C(=O)C[C@@H]2CC[C@H](NS(=O)(=O)c3cccc(F)c3)[C@H](CO)O2)CC1	10	-5	1	1.4
O=C(C[C@H]1C[C@@H]2c3cc(NC(=O)C4CCC4)ccc3O[C@@H]2[C@H](CO)O1)NCc1ccc(Cl)cc1	-12	-5	6	0.1
CCNC(=O)C[C@@H]1CC[C@@H]2[C@@H](COc3ccc(NS(=O)(=O)c4ccccc4C)cc3C(=O)N2C)O1	11	7	6	0.3
CCc1cnc(N2[C@@H](C#N)[C@@H](c3ccc(C#Cc4ccccc4F)cc3)[C@@H]2CO)s1	-24	100*	4	-0.9
C[C@@H]1CCCCO[C@@H](CN(C)S(=O)(=O)c2cccs2)[C@@H](C)CN([C@H](C)CO)C(=O)c2cc(NS(=O)(=O)c3ccccc3)ccc2O1	-29	-13	-3	·
COc1ccc2c3c([nH]c2c1)[C@@H](CO)N(S(C)(=O)=O)CC31CCN(CC2CCCCC2)CC1	-28	·	-2	0.5
C[C@@H]1CN([C@@H](C)CO)C(=O)c2cc(NC(=O)CCCN(C)C)ccc2O[C@@H](C)CCCCO[C@H]1CN(C)CC1CCCCC1	·	-5	0	2.3
O=C(C[C@@H]1C[C@H]2c3cc(NC(=O)C4CCOCC4)ccc3O[C@H]2[C@H](CO)O1)NCc1cc(F)ccc1F	8	4	3	2.6
Cc1ccc(-c2ccc([C@@H]3[C@H]4CN(C(=O)c5ccc(F)cc5)CCCCN4[C@H]3CO)cc2)cc1	8	111*	-6	1.6
CO[C@H]1CN(C)C(=O)c2cc(NS(C)(=O)=O)ccc2OC[C@H](C)N(C(=O)C2CCC2)C[C@H]1C	-21	18	·	-0.3
O=C(NCC[C@H]1CC[C@H](NC(=O)C2CCC2)[C@@H](CO)O1)Nc1ccc(Cl)cc1	10	·	1	0.2
Cc1noc(C)c1S(=O)(=O)Nc1ccc2c(c1)C(=O)N([C@@H](C)CO)C[C@@H](C)[C@@H](CN(C)C(=O)Nc1ccccc1)OCCCC[C@H](C)O2	-52	35	-2	21
CN1c2ccc(Br)cc2[C@H]2[C@H](CCN2C(=O)c2cccc(F)c2)[C@@H]1CO	7	58	1	1.2
CN1C(=O)c2cc(NC(=O)Cc3cccs3)ccc2OC[C@@H]2O[C@H](CC(=O)N[C@H]3CCN(Cc4ccccc4)C3)CC[C@H]21	·	-64	2	-0.4
CN1[C@H](C(=O)NC2Cc3ccccc3C2)[C@@H](CO)[C@@H]2Cn3c(ccc(-c4cccnc4)c3=O)[C@@H]21	5	-17	-3	5.1

Among those listed so far, these contain a Cl atom.
SMILES	Pf Dd2 growth	T cruzi growth	C diff growth	KDM4C inh
C[C@H]1CCCCO[C@@H](CN(C)S(=O)(=O)c2ccc(Cl)cc2)[C@@H](C)CN([C@@H](C)CO)C(=O)c2cc(NS(=O)(=O)c3ccccc3)ccc2O1	-83*	·	2	·
CO[C@H]1CN(C)C(=O)c2ccc(NC(=O)Nc3cccc(Cl)c3)cc2OC[C@@H](C)NC[C@H]1C	-23	-41	·	-3.7
O=C(C[C@H]1C[C@@H]2c3cc(NC(=O)C4CCC4)ccc3O[C@@H]2[C@H](CO)O1)NCc1ccc(Cl)cc1	-12	-5	6	0.1
O=C(NCC[C@H]1CC[C@H](NC(=O)C2CCC2)[C@@H](CO)O1)Nc1ccc(Cl)cc1	10	·	1	0.2

Assay outcomes deposited in PubChem by Broad Institute.
